# Screening results (PubChem)
# HttQ103 aggreg – inhibitors of mutant huntingtin aggregate formation in PC12 cells; PC12 HttQ103-GFP aggregates, Acumen cytometry, 40 h; Potency, µM (series often up to 46.1 µM), inactives show at the top dose activity change, negative = inhibition, most hits filed as inhibitors; 1.1% of 220,000 active; also: % is scaled to controls: 0 for no effect and ±100 for the full control effect; nearly all actives have a fitted effect of over 60% in size
#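 PC12 cells with ecdysone-inducible HTT exon1 Q103-GFP, induced by 100 nM tebufenozide, given compounds in a concentration series. GFP aggregates (1–25 um, 6 SD above background) counted in lysates by laser-scanning cytometry, 488 nm excitation.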
# HTT ATP protect – Huntington cell model cytoprotection by ATP luminescence. PC12 HTT-Q103 induced, cytoprotection, ATP luminescence, 40 h. Potency, µM (series often up to 56.4 µM), without a hit: cytoprotection (ATP increase), actives largely listed as activators. 0.14% of 230,000 active. AID 1471;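 also: % of control where 0% means no effect; nearly all actives have a fitted effect of over 45% in size; toxic huntingtin expression switched on by the ecdysone agonist tebufenozide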
#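 Compounds were screened for protection of PC12 cells against cell death after tebufenozide induction (100 nM final) of mutant Huntingtin exon 1 (Q103) fused to GFP.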
# Tau ThT inhib – blocks human tau fibril formation measured by thioflavin T. P10636. 2.1% of 270,000 active. Potency, µM (titrated, usually from 57.4 µM), for the others: at the highest dose activity, negative = inhibition, most hits filed as inhibitors. recombinant tau K18 P301L, heparin-induced fibrillization, ThT fluorescence; also: % is scaled to controls: 0 for no effect and ±100 for the full control effect; nearly all actives have a fitted effect of over 55% in size
# Target sequence (P10636 561-689 P618L limits assumed): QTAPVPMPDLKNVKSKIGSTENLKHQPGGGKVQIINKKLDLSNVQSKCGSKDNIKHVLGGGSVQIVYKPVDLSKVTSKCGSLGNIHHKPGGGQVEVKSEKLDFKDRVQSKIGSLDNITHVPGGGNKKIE
#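 In this qHTS, human K18 P301L tau is incubated with compound and heparin for 6 hr at 37 C, and Thioflavin T fluorescence then reports fibril load.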
# SMN2 splice up – SMN2 splice variant enhancement. HEK293 SMN2-luciferase splicing reporter, luminescence, 30-36 h. Potency, µM (highest dose often 46.1 µM), for inactives: top-dose activity change, positive = activation, most hits filed as activators. 2.8% of 210,000 active. AID 1458; also: % of control where 0% means no effect; nearly all actives have a fitted effect of over 55% in size
#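 HEK293 cells carry an SMN2 minigene-luciferase reporter in which exon 7 inclusion puts luciferase in frame. Cells were seeded at 2000 cells/well, attached for 10-12 hours, then exposed to compounds for 30-36 hours at 37C before ONE-Glo luminescence.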
# Tau FP inhib – blocks human tau fibril formation measured by polarization; P10636; K18 P301L tau heparin fibrillization, Alexa594 FP, 6 h; Potency, µM (series often up to 57.7 µM), inactives show top-dose activity, negative = inhibition, usual class: inhibitors; 0.39% of 280,000 active; also: % is scaled to controls: 0 for no effect and ±100 for the full control effect; nearly all actives have a fitted effect of over 55% in size
#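 Heparin (20 uM) drove fibril formation of recombinant tau K18 P301L, 15 uM unlabeled with 0.24 uM Alexa 594 label, for 6 hr at 37 C in 100 mM sodium acetate pH 7. Fluorescence polarization (555/632 nm) read 1 hr after 30 uM ThT.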
# ALDH1A1 inh – blocks purified human ALDH1A1 activity; 7.3% of 220,000 active; Potency, µM (series often up to 75.3 µM), inactives show at the highest dose activity, negative = inhibition, actives largely listed as inhibitors; Purified ALDH1A1, NADH fluorescence, propionaldehyde substrate; P00352; active = well fitted inhibition curve with a large enough effect, not every such curve was filed as active; inconclusive = small, poorly fitted or top-dose-only effect, or another doubt; inactive = no such curve, though single readings can be large or run the other way;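 also: plate controls were no enzyme wells and a reference inhibitor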
# Target sequence (P00352 whole entry, looked up): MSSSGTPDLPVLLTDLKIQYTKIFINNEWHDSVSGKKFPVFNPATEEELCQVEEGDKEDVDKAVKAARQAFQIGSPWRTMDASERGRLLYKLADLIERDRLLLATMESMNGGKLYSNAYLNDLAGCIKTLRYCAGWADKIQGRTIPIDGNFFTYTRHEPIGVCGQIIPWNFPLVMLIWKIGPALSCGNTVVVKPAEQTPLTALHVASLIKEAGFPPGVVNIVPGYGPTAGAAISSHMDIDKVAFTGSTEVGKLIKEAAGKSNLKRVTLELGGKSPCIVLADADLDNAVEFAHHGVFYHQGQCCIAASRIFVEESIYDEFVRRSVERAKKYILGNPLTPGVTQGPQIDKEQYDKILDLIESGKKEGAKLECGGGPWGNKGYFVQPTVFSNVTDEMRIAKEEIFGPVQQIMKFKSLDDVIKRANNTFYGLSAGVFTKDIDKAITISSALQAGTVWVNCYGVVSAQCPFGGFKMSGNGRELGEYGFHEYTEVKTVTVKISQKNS
# KDM4E inh – blocks human JMJD2E demethylase activity | B2RXH2 | JMJD2E catalytic domain, FDH-coupled NADH fluorescence (FDH is formaldehyde dehydrogenase) | Potency, µM (series often up to 57.1 µM), inactives show at the highest dose activity change, negative = inhibition, most hits filed as inhibitors | 1.6% of 230,000 active | AID 2147; active = well fitted inhibition curve with a large enough effect, not every such curve was filed as active; inconclusive = small, poorly fitted or top-dose-only effect, or another doubt; inactive = no such curve, though single readings can be large or run the other way;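 also: 0% = wells with enzyme and -100% = buffer wells without enzyme; nearly all actives have a fitted effect of over 50% in size; many of its hits are not listed in these tables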
# Target sequence (B2RXH2 1-337 limits assumed): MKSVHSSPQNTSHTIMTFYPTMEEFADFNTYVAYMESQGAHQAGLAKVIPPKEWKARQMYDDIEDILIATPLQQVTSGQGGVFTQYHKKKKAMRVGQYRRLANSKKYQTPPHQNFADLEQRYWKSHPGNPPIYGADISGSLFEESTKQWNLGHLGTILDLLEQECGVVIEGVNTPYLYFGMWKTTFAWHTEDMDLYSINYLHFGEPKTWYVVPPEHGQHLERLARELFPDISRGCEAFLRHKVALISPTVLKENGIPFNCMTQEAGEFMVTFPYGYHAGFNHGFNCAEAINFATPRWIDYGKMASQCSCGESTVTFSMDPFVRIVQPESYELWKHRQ
# Tau fluor counter – counter-screen for tau fibril formation inhibitors; tau K18 P301L (four-repeat tau fragment) Alexa594 fluorescence, heparin fibrillization; Potency, µM (series often up to 57.7 µM), inactives show at the highest dose activity change, negative = decrease; 0.93% of 280,000 active; AID 1463; also: % is scaled to controls: 0 for no effect and ±100 for the full control effect; nearly all actives have a fitted effect of over 55% in size
#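 Human K18 P301L tau (15 uM unlabeled plus 0.24 uM Alexa 594-labeled, final) in 100 mM sodium acetate pH 7 was mixed with compound and 20 uM heparin and incubated 6 hr at 37 C.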
# An asterisk follows results filed as active; ? = inconclusive; · = not tested or not shown; [ ] = remark or other dose. Unless noted, calls follow the shape of the dose curve; as a rule, active = well fitted curve in the direction sought with a large enough effect; inconclusive = small, poorly fitted or top-dose-only effect, or another doubt; inactive = no such curve, though single readings can be large; an effect the other way counts as inactive or inconclusive. Potency is read from the fitted curve at half-maximal effect. Some of the compounds tested (hit frequency here may not be typical).
SMILES,HttQ103 aggreg,HTT ATP protect,Tau ThT inhib,SMN2 splice up,Tau FP inhib,ALDH1A1 inh,KDM4E inh,Tau fluor counter
O=C(CSc1nc2c(cnn2-c2ccccc2)c(=O)[nH]1)N1CCOCC1,-13%,-63%[inhibitor],-6%,-12%,-9%,0%,-2%,-8%
CC(C)CCN1CCN(Cc2nc3ccccc3s2)CC1CCO (stereo unspecified),-15%[9.22 µM],-16%[10 µM],-6%,·,-6%,2%,-4%,-12%
O=C(NC1CCCCC1)C(c1cccs1)N(CCCN1CCOCC1)C(=O)c1ccc(-c2ccccc2)[nH]1 (stereo unspecified),0%[9.22 µM],-35%[10 µM],2%,·,-13%,6%,?,-6%
O=C1C2CCCN2C(c2ccc(Cl)cc2)N1c1nccs1 (stereo unspecified),-22%,-16%[10 µM],?,2%,-10%,-10%,3%,-13%
COc1ccc(C(=O)NCC(=O)NC2=NCCS2)cc1,-14%,-1%,-1%,7%,3%,12%,5%,3%
CCSc1nnc(-c2ccc(S(=O)(=O)NCc3cccs3)cc2)o1,-10%,-12%,0%,-18%,3%,-7%,?,-8%
CCC(C)NC(=O)Nc1ccccc1C (stereo unspecified),-11%[9.22 µM],10%,-14%,-22%,5%,2%,0%,-4%
COCC(C)n1c(SCC(=O)N2CCCCC2)nc2ccccc2c1=O (stereo unspecified),2%,15%[10 µM],-4%,-9%,-3%,?,-8%,1%
O=C(OCC1COc2ccccc2O1)c1c(F)cccc1F (stereo unspecified),11%,-1%,-15%,·,7%,-9%,4%,-10%
CC(C)NC(=O)CN(C(=O)CCC(=O)Nc1ccccn1)c1ccc(F)c(Cl)c1,-9%,8%,-2%,4%,-5%,11%,6%,-8%
O=C(Cn1c(=O)n(Cc2ccc(C(=O)NCc3ccc4c(c3)OCO4)cc2)c(=O)c2ccccc21)Nc1ccccc1F,·,·,3%,-14%,?,·,·,-15%
O=c1[nH]c(CCl)nc2cc(-c3ccc(Cl)cc3)sc12,3%,-92%[inhibitor],-14%,7.1µM*,-8%,-5%,?,-11%
CCOC(=O)N1CCC(=NNC(=O)Cn2ccc(C(F)(F)F)n2)CC1,7%,6%,-2%,5%,-1%,-2%,37%[activator],-4%
CCOC(=O)c1sc(NCC2CCCO2)nc1C (stereo unspecified),?,?,-6%,28%,2%,-4%,7%,1%
CC(C)CN(CC(C)C)c1nc(N)c(C#N)c(CC#N)c1C#N,0%,-1%[10 µM],-5%,-10%,6%,-11%,?,-9%
CC(C)Cc1cc(C(=O)N2CCC(N3CCC(C(=O)N4CCCC4)CC3)CC2)n[nH]1,-6%,-17%,-18%,·,-4%,7%,7%,-15%
Cc1ccsc1CN(C(=O)c1ccc(OCC(C)C)cc1)C1CCS(=O)(=O)C1 (stereo unspecified),·,·,3%,-44%[inhibitor],-1%,·,·,-9%
O=C(Cn1ncc2c3ccccc3n(Cc3cccc(Cl)c3)c2c1=O)NCCC1=CCCCC1,·,·,-7%,-1%,1%,·,·,-3%
O=C(COc1ccccc1N1C(=O)C2C3C=CC(C3)C2C1=O)c1ccccc1 (stereo unspecified),-13%[9.22 µM],-4%[10 µM],-1%,·,?,·,0%,-9%
Cc1ccc(S(=O)(=O)N(C)C)cc1NC(=O)Cn1c(CN2CCOCC2)nc2ccccc2c1=O,2%,-4%,-1%,7%,0%,10%,-13%,0%
O=C(NC(CO)Cc1ccc([N+](=O)[O-])cc1)C(Cl)Cl (stereo unspecified),16%,10%[10 µM],-8%,-30%,-9%,6%,-10%,-7%
CCC(CC)C(=O)NCCc1ccc(OC)cc1,2%,-13%,-2%,10%,10%,13%,-8%,-1%
COc1cc(NC(=O)c2ccco2)c(C(=O)O)cc1OC,-10%,-14%,-7%,7%,-2%,-3%,-7%,-9%
CNC(=O)NC(=O)Cn1cnc2sc(-c3ccccc3)cc2c1=O,-9%[9.22 µM],-18%[10 µM],-6%,·,-5%,·,-3%,-10%
COc1ccc(NCc2nnc(SCC(=O)Nc3nc(-c4ccccc4)cs3)n2-c2ccccc2)cc1,12%,-52%[inhibitor][10 µM],6%,6%,17%,?,-2%,?
COCc1c(C)cc(C)c(/C=N/O)c1C,-5%,13%,-11%,3%,-5%,12%,2%,4%
CC(=O)c1ccc(OCCCC(=O)NCC(c2ccco2)N(C)C)cc1 (stereo unspecified),-4%[9.22 µM],-13%,-14%,1%,2%,4%,-4%,2%
CC1(C)C(=O)Nc2ccccc2N1C(=O)COc1ccc(S(=O)(=O)N2CCOCC2)cc1Cl,-11%,-26%,-5%,-7%,?,-2%,5%,-12%
COc1ccc(-c2nnn(CC(=O)N(CCCO)C(C(=O)NC3CCCC3)c3ccncc3)n2)cc1 (stereo unspecified),7%,-1%,-6%,-20%,-5%,3%,2%,-9%
CCN(CCCNC(=O)CC(C(=O)N1CCc2ccccc21)n1ccnc1)c1cccc(C)c1 (stereo unspecified),-32%,-8%[10 µM],-11%,-23%,11%,-7%,3%,-15%
Nc1ncc(CCN2CCOCC2)c(-c2ccc(F)cc2)n1,-5%,-12%,-8%,·,-5%,4%,-14%,-3%
CCOC(=O)CNC(=S)N(CCCN1CCCC1)Cc1cccs1,1%,-28%,-3%,·,-6%,2%,-19%,-3%
Cc1cc(C)cc(N(CC(=O)Nc2ccccc2-c2ccccc2)S(=O)(=O)c2ccccc2)c1,-14%,3%[10 µM],7%,?,6%,-3%,2%,2%
O=[n+]1c2c(n([O-])c3cc(F)c(F)cc31)CCCC2,8%,-18%,-12%,3%,-4%,?,?,-6%
CCOC(=O)CSCc1cn2cc(Cl)ccc2n1,11%,0%,-12%,-12%,0%,4%,-8%,-7%
Cc1ccccc1-c1nc(NCCN2CCOCC2)c2ccccc2n1,·,-16%,-2%,2%,-4%,6%,-21%,-5%
CCCCn1ccnc1C(=O)c1cccc(S(=O)(=O)N2c3ccccc3CC2C)c1 (stereo unspecified),?,4%[10 µM],-8%,-27%,-2%,-1%,-2%,-23%
CCOC(=O)N1CCC(Nc2nc(OC)nc(OC)n2)CC1,8%,10%,-10%,-9%,-3%,12%,2%,-11%
COc1ccc(C)cc1NC(=O)C(OC(=O)CNC(=O)c1ccc(Oc2ccccc2)cc1)c1ccccc1 (stereo unspecified),-5%,23%[10 µM],-2%,7%,2%,-15%,?,-13%
CCN1CCN(C(c2cccnc2)c2cc(Cl)c3cccnc3c2O)CC1 (stereo unspecified),?,-68%[inhibitor],?,-1%,-9%,1.8µM*,?,-20%
CC(C)(C)C(=O)N1CCC(O)(CS(=O)(=O)Cc2ccccc2Cl)CC1,?,-22%[10 µM],-4%,-22%,3%,?,-4%,4%
O=C(CCCSc1nc(-c2ccco2)cc(C(F)(F)F)n1)NCc1cccs1,-23%,3%,-11%,-16%,-1%,?,-3%,-27%
Cc1cccc(-c2noc(CN(C(=O)/C=C/c3ccccc3Cl)C(C)C)n2)c1,-33%,-45%[inhibitor][10 µM],-17%,-9%,5%,1%,-6%,-28%
COc1ccc(NC(C)c2cc(Cl)ccc2O)cc1 (stereo unspecified),0%,-2%[0.074 µM],-7%,2%,5%,22µM*,?,-23%
C=CCOc1nc(N2CCCC2)nc(N2CCCC2)n1,4%,-4%,-4%,-12%,?,-4%,4%,6%
C=CCN(CC=C)c1ccc(N2C(=O)C3CCCCC3C2=O)cc1[N+](=O)[O-] (stereo unspecified),-25%,1%,?,-51%[inhibitor],-2%,?,1%,-29%
COC(=O)c1ccc2c(=O)n(CCN3CCOCC3)c(SCC(=O)NCc3ccccc3)nc2c1,-4%,-9%,-8%,-32%[inhibitor],-8%,?,-8%,-9%

# Gathered by group, those above containing a Cl atom.
SMILES,HttQ103 aggreg,HTT ATP protect,Tau ThT inhib,SMN2 splice up,Tau FP inhib,ALDH1A1 inh,KDM4E inh,Tau fluor counter
O=C1C2CCCN2C(c2ccc(Cl)cc2)N1c1nccs1 (stereo unspecified),-22%,-16%[10 µM],?,2%,-10%,-10%,3%,-13%
CC(C)NC(=O)CN(C(=O)CCC(=O)Nc1ccccn1)c1ccc(F)c(Cl)c1,-9%,8%,-2%,4%,-5%,11%,6%,-8%
O=c1[nH]c(CCl)nc2cc(-c3ccc(Cl)cc3)sc12,3%,-92%[inhibitor],-14%,7.1µM*,-8%,-5%,?,-11%
O=C(Cn1ncc2c3ccccc3n(Cc3cccc(Cl)c3)c2c1=O)NCCC1=CCCCC1,·,·,-7%,-1%,1%,·,·,-3%
O=C(NC(CO)Cc1ccc([N+](=O)[O-])cc1)C(Cl)Cl (stereo unspecified),16%,10%[10 µM],-8%,-30%,-9%,6%,-10%,-7%
CC1(C)C(=O)Nc2ccccc2N1C(=O)COc1ccc(S(=O)(=O)N2CCOCC2)cc1Cl,-11%,-26%,-5%,-7%,?,-2%,5%,-12%
CCOC(=O)CSCc1cn2cc(Cl)ccc2n1,11%,0%,-12%,-12%,0%,4%,-8%,-7%
CCN1CCN(C(c2cccnc2)c2cc(Cl)c3cccnc3c2O)CC1 (stereo unspecified),?,-68%[inhibitor],?,-1%,-9%,1.8µM*,?,-20%
CC(C)(C)C(=O)N1CCC(O)(CS(=O)(=O)Cc2ccccc2Cl)CC1,?,-22%[10 µM],-4%,-22%,3%,?,-4%,4%
Cc1cccc(-c2noc(CN(C(=O)/C=C/c3ccccc3Cl)C(C)C)n2)c1,-33%,-45%[inhibitor][10 µM],-17%,-9%,5%,1%,-6%,-28%
COc1ccc(NC(C)c2cc(Cl)ccc2O)cc1 (stereo unspecified),0%,-2%[0.074 µM],-7%,2%,5%,22µM*,?,-23%

# A portion from further up, as a working copy:
SMILES,HttQ103 aggreg,HTT ATP protect,Tau ThT inhib,SMN2 splice up,Tau FP inhib,ALDH1A1 inh,KDM4E inh,Tau fluor counter
C=CCN(CC=C)c1ccc(N2C(=O)C3CCCCC3C2=O)cc1[N+](=O)[O-] (stereo unspecified),-25%,1%,?,-51%[inhibitor],-2%,?,1%,-29%
COC(=O)c1ccc2c(=O)n(CCN3CCOCC3)c(SCC(=O)NCc3ccccc3)nc2c1,-4%,-9%,-8%,-32%[inhibitor],-8%,?,-8%,-9%
